Compound activity (PubChem BioAssay)
aSyn yeast rescue = alpha-synuclein toxicity suppression in yeast; S. cerevisiae alpha-synuclein toxicity rescue, BacTiter-Glo growth, 24 h; Potency, µM (series often up to 46.1 µM), inactives show at the highest dose growth rescue (activation), usual class: activators; 0.02% of 94,000 active; active = well fitted activation curve with a large enough effect; note: 0% is about no effect
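Growth restoration measured by BacTiter-Glo luminescence after 24 hr at 30 deg C; alpha-synuclein yeast, raffinose-pregrown to mid-log, were added at OD600=0.02 in galactose medium onto pinned compounds.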
Active calls of the source: *. Potency is the fitted concentration of half-maximal effect.

SMILES	aSyn yeast rescue
Cc1ccc(Cn2c(=O)c3ccccc3n3c(-c4cccc(O)c4)nnc23)cc1	-4%
Cc1ccn2c(c1)nc(=O)c1cc(S(=O)(=O)N3CCCCC3)ccc12	0%
CCc1cccc(NC(=O)c2oc3ccc4c(c3c2C)C(=O)CC(C)(C)O4)c1	2%
O=S(=O)(NCC(c1ccco1)S(=O)(=O)c1cccs1)c1ccc(F)c(C(F)(F)F)c1 (stereo not given)	4%
COc1cc(CC(=O)OCn2nnc3ccccc3c2=O)cc(OC)c1OC	-5%
CCOC(=O)c1ccc(OCC2c3cc(OC)c(OC)cc3CCN2C(=O)Cc2ccc(F)cc2)cc1 (stereo not given)	9%
Cc1cccc(Cn2c(SCc3ccc(C(=O)NCc4cccs4)cc3)nc3cccnc32)c1	-2%
COc1ccc(OC)c(CNC(=O)c2cccc(NC(=O)N3CCSc4ncccc43)c2)c1	4%
Cc1ccc2c(c1)c1c(c(=O)n(-c3ccccc3)c(=O)n1CC(=O)N1CCCC1)n2C	1%
Cc1ccc(C)c(N2CCN(c3nc4ccccc4c(=O)n3-c3ccccc3)CC2)c1	2%
COc1ccc(/C=N/NC(=O)C(N)=O)c(OC)c1OC	-3%
CCOC(=O)N1CCC(N2Cc3cccc(C(=O)Nc4cc(F)ccc4F)c3C2=O)CC1	-5%

Two entries drawn at random from the list so far, as already listed:
SMILES	aSyn yeast rescue
CCc1cccc(NC(=O)c2oc3ccc4c(c3c2C)C(=O)CC(C)(C)O4)c1	2%
O=S(=O)(NCC(c1ccco1)S(=O)(=O)c1cccs1)c1ccc(F)c(C(F)(F)F)c1 (stereo not given)	4%

Additional entries follow:
SMILES	aSyn yeast rescue
COc1ccc(CN(C)C(=O)c2cc(S(=O)(=O)N3CCOCC3)ccc2N2CCCC2)cc1	-5%
COC(=O)c1ccccc1NC(=O)c1cc(-c2ccccc2O)no1	-7%
COc1ccc(CNC(=O)CCCN2C(=O)c3cccnc3Oc3ccc(Cl)cc32)cc1	7%
Cc1ccc2c(=O)c(CN3CCCCCC3)c(C)[nH]c2c1C	2%
Cc1cc(C(=O)CCC(=O)Nc2ncccc2O)c(C)s1	-16%
CCC(C)NC(=O)CSc1nc(-c2ccc(F)cc2)cc(C(F)(F)F)n1 (stereo not given)	-10%
CCCSc1ncc(Cl)c(C(=O)NCc2ccc(OC)cc2)n1	3%
CC(C)CC(=O)Nc1nnc(SCC(=O)NC2CCCC2)s1	2%
COc1ccc(N(CC(=O)NC(C)c2ccccc2)S(=O)(=O)c2c(C)noc2C)cc1 (stereo not given)	1%
CCNC(=O)NC(=O)C(C)Oc1ccc(Br)cc1Br (stereo not given)	-8%
Cc1ccc(-n2ncc(C(=O)NCCN3CCc4ccccc4C3)c2C2CCN(C(=O)OC(C)(C)C)CC2)cc1	-10%
COc1ccc(Cl)cc1NS(=O)(=O)c1cccc(C(=O)NC2CCC(O)CC2)c1 (stereo not given)	3%
O=c1[nH]c(=O)c2cc([N+](=O)[O-])cc([N+](=O)[O-])c2[nH]1	0%
Cc1ccc(S(=O)(=O)Nc2ccc3c(c2)CCCN3C(=O)c2cccs2)cc1	-7%
O=C1CN(C(=O)c2ccc(S(=O)(=O)N3CCCC3)cc2)C(c2ccccc2)c2cc(F)ccc2N1 (stereo not given)	3%
O=c1c2cc(N3CCOCC3)ccc2[nH]c(=S)n1CCc1ccccc1	0%
CS(=O)(=O)N1CCN(C(=O)COc2ccc3ccccc3c2)CC1	9%
Cc1cc(C)cc(N2C(=O)C3NN=C(C(=O)OCc4ccccc4)C3C2=O)c1 (stereo not given)	4%
CC(=O)c1cccc(N(C(=O)c2ccco2)C(C(=O)NC2CCCC2)c2ccccc2F)c1 (stereo not given)	10%
COc1cc(NC(=O)c2cc(-c3ccccc3O)no2)cc(OC)c1OC	-10%
N#CC1CC(c2ccccc2)Nc2cc(Cl)ccc2N1 (stereo not given)	9%
O=C(Cc1n[nH]c(=O)c2ccccc12)N/N=C/c1cc2c(cc1Cl)OCO2	-5%
Cc1cc(=O)oc2cc(NC(=O)Cc3ccccc3)ccc12	-4%
Nc1ncc(S(=O)(=O)Nc2ccc(OC(F)(F)F)cc2)cn1	3%
Clc1cccc(Cl)c1Cn1nnc(N2CCCC2)n1	-10%
COc1cc(OC)cc(C(=O)NCC(=O)OCC(=O)Nc2ccc(C)c(S(=O)(=O)N3CCOCC3)c2)c1	2%
COc1ccc(CNC(=O)Cn2ncc3c(=O)oc4ccc(C)cc4c32)c(OC)c1	-2%
Cc1ccccc1CNC(=O)CCCn1nc(C)c2sc3ccccc3c2c1=O	-2%
CCc1ccc2c(c1)NC(c1ccc(C)cc1)=NC(c1cccs1)=N2	-3%
NC(=O)c1c(NC(=O)CSc2nc(N)cc(=O)[nH]2)sc2c1CCCC2	-2%
CC1=C(C(=O)N2CCN(c3cccc(C)c3C)CC2)C2(CCCCC2)OC1=O	-4%
COc1cc(NC(=O)CSc2nnc3c(C)cc4c(C)ccc(C)c4n23)c(C(=O)O)cc1OC	3%
Cc1c(/C=N/NC(=O)c2cc(Br)ccc2O)c(=O)n(C)c(=O)n1C	-6%
CC(=O)Nc1ccc(-c2csc(NC(=O)Cc3ccccc3F)n2)cc1	-16%
CCc1ccc(CN(Cc2ccco2)c2cnc(S(C)(=O)=O)nc2C(=O)Nc2cccc(C)c2)cc1	-5%
COc1ccc(-n2nnc(-c3nsc(NC(=O)c4cccs4)n3)c2C)cc1OC	-8%

6 of these compounds, reformatted:
SMILES | aSyn yeast rescue
CCOC(=O)c1ccc(OCC2c3cc(OC)c(OC)cc3CCN2C(=O)Cc2ccc(F)cc2)cc1 (stereo not given) | 9%
Cc1cccc(Cn2c(SCc3ccc(C(=O)NCc4cccs4)cc3)nc3cccnc32)c1 | -2%
COc1ccc(OC)c(CNC(=O)c2cccc(NC(=O)N3CCSc4ncccc43)c2)c1 | 4%
Cc1ccc2c(c1)c1c(c(=O)n(-c3ccccc3)c(=O)n1CC(=O)N1CCCC1)n2C | 1%
Cc1ccc(C)c(N2CCN(c3nc4ccccc4c(=O)n3-c3ccccc3)CC2)c1 | 2%
COc1ccc(/C=N/NC(=O)C(N)=O)c(OC)c1OC | -3%

Carrying on:
SMILES	aSyn yeast rescue
COc1ccc(C(C)=O)cc1CC(=O)NC1CCCCCC1	-7%
COc1ccccc1NC(=O)NCc1ccco1	-13%
Cc1cc(C)c2oc(C(=O)Nc3ccc(S(=O)(=O)Nc4nccc(C)n4)cc3)cc(=O)c2c1	3%
Cc1ccc2sc(-c3ccc(N)cc3)nc2c1	-20%
N=C1/C(=C\c2ccc(OC(=O)c3ccccc3)cc2)C(=O)N=C2SC(N3CCOCC3)=NN12	1%
Cc1ccc(NC(=O)CSc2nc3ccccc3nc2N2CCCC2)cc1	0%
Cc1cc(C)cc(NC(=O)CNC(c2ccccc2)c2ccccc2)c1	10%
CCCCc1cc(=O)oc2cc(C)c3c(C(C)(C)C)coc3c12	2%
COc1ccccc1N1CCN(c2ncnc3c2cnn3-c2cc(Cl)ccc2C)CC1	0%
O=C(CNC(=O)c1ccc(Cl)cc1Cl)OCN1C(=O)c2ccccc2C1=O	1%
O=C(Cn1c(=O)n(Cc2ccc3c(c2)OCO3)c(=O)c2ccccc21)Nc1cccc(Cl)c1	-1%
CCc1ccc(NCc2cc3cc4c(cc3n(CC(=O)Nc3ccc(F)cc3)c2=O)OCCO4)cc1	7%

Part of the list above, as comma-separated lines.
compound,aSyn yeast rescue
NC(=O)c1c(NC(=O)CSc2nc(N)cc(=O)[nH]2)sc2c1CCCC2,-2%
Clc1cccc(Cl)c1Cn1nnc(N2CCCC2)n1,-10%

Later entries:
SMILES	aSyn yeast rescue
Cc1c(C(=O)NCc2ccc(Cl)cc2)oc2ccc3c(c12)C(=O)CC(C)(C)O3	4%
Cc1ccc(-c2nc(CS(=O)CC(=O)NCc3ccc4c(c3)OCO4)c(C)o2)cc1 (stereo not given)	-8%
Nc1cc(=O)[nH]n1C1CCCC1	-5%
Cc1ccc2c(=O)cc(C(=O)Nc3ccc(S(=O)(=O)N4CCC(C)CC4)cc3)oc2c1C	-6%
CCCCn1c(N)c(N(CCOC)C(=O)c2ccc3c(c2)OCCO3)c(=O)[nH]c1=O	8%
COc1ccc(CCNC(=O)CCc2c(C)nc3c(c(C)nn3-c3ccc(C)cc3)c2C)c(OC)c1	23%
CCCC(C(=O)O)n1c(O)c(C=C2N=c3ccccc3=N2)sc1=S (stereo not given)	-5%
CCS(=O)(=O)N1CCc2cc(C(=O)N3CCN(c4ccccc4OC)CC3)ccc21	0%
Cc1ccc(-n2c(C)nnc2SCC(=O)N2CCc3ccccc3C2)cc1	-3%
COc1ccc(-c2nn(CC(=O)NC3CCCC3)c3c2cnc2ccc(F)cc23)cc1	-11%
O=C(NCc1ccccc1)C(=O)Nc1ccc2nc3n(c(=O)c2c1)CCCCC3	-5%
O=C(Nc1ccc(Cl)cc1)c1ccc2oc(=O)n(Cc3ccccc3)c2c1	-9%

The list goes on; the last six above are carried over.
SMILES	aSyn yeast rescue
CCCC(C(=O)O)n1c(O)c(C=C2N=c3ccccc3=N2)sc1=S (stereo not given)	-5%
CCS(=O)(=O)N1CCc2cc(C(=O)N3CCN(c4ccccc4OC)CC3)ccc21	0%
Cc1ccc(-n2c(C)nnc2SCC(=O)N2CCc3ccccc3C2)cc1	-3%
COc1ccc(-c2nn(CC(=O)NC3CCCC3)c3c2cnc2ccc(F)cc23)cc1	-11%
O=C(NCc1ccccc1)C(=O)Nc1ccc2nc3n(c(=O)c2c1)CCCCC3	-5%
O=C(Nc1ccc(Cl)cc1)c1ccc2oc(=O)n(Cc3ccccc3)c2c1	-9%
O=c1c2oc3ccccc3c2n(Cc2ccccc2F)c(=O)n1Cc1ccccc1	-14%
COCCn1c(C)cc(O)c(C(c2ccc(C)cc2)N2CCCCC2)c1=O (stereo not given)	2%
COc1cccc(/C=C/C(=O)OCC(=O)N2CCCc3ccccc32)c1	2%
CC(C)(C)NC(=O)C(c1ccc(F)cc1)N(Cc1ccco1)C(=O)CCC(=O)Nc1ccccn1 (stereo not given)	1%
O=C(COC(=O)c1ccc(Cl)cc1O)NC(=O)C1CCCCC1	14%
O=C(NCc1ccccc1)c1ccc(CSc2nc3cccnc3n2Cc2ccccc2)cc1	-5%
COc1ccccc1CNC(=O)c1cc2ccc3ccc(C)[nH]c3c2n1	7%
CCCCn1cc(S(=O)(=O)c2ccccc2)c(=O)c2cc(F)c(N3CCC(C)CC3)cc21	4%
CCOc1ccc(C2CC(c3c(O)c4ccccc4oc3=O)=NN2c2ccccc2)cc1OC (stereo not given)	4%
CCOC(=O)c1cnc2c(OC)cccc2c1Nc1cccc(O)c1	4%
COc1ccc(C(=O)Nc2nnc(C(C)C)s2)cc1OC	-3%
COc1ccc(Cl)cc1NC(=O)C1CCN(S(=O)(=O)c2ccc(F)cc2)CC1	8%
Cc1cccc(CNC(=O)CCn2c(=O)c3cccn3c3ccc(F)cc32)c1	-10%
CCCCc1nnc(NC(=O)c2ccc3c(=O)n4c(nc3c2)CCC4)s1	-4%
N#C/C=C/N1CCC(Cc2ccccc2)CC1	1%
O=C1CC2(CCN(C(=O)c3c(F)cccc3F)CC2)Oc2ccccc21	1%
O=C(COC(=O)C1(c2ccccc2F)CCCC1)NCc1cccs1	4%
CC(=O)Nc1ccc(S(=O)(=O)Nc2nccc(/C=C/c3ccccc3F)n2)cc1	6%
CCOC(=O)C1CCCN(C2=NC(=O)/C(=C/c3ccc(O)c(OCC)c3)S2)C1 (stereo not given)	4%
COc1ccc(S(=O)(=O)N2CCN(Cc3nc4ccc(C)cc4o3)CC2)cc1	11%
Cc1ccccc1NC(=O)C(=O)NCC1CCCN1S(=O)(=O)c1cccs1 (stereo not given)	2%
CCc1nnc(NC(=O)c2cc([N+](=O)[O-])ccc2N2CCOCC2)s1	1%
COc1ccccc1C(=O)NC(=O)COC(=O)CN1C(=O)NC(C)(C)C1=O	-5%
CCc1nc2ccccc2n1CCCCOc1ccccc1C	7%
Cc1ccc(-c2cc(C(F)F)n3ncc(C(=O)N4CCCCC4c4cccnc4)c3n2)cc1 (stereo not given)	0%
Cc1cc2[nH]c(=O)c(=O)[nH]c2cc1S(=O)(=O)NCc1ccc(Cl)cc1	-5%
COc1cc(NC(=O)C(=O)NNC(=O)C2CCCCC2)c(OC)cc1Cl	-12%
COc1ccc(S(=O)(=O)NCCc2cn3ccsc3n2)cc1	5%
O=C(Nc1cccc(Cl)c1Cl)c1cc(S(=O)(=O)N2CCCCC2)ccc1F	-11%
COC(=O)COc1ccc2oc(-c3ccc(OC)cc3)cc(=O)c2c1	-10%
Cc1cccc(CC(=O)Nc2c(C(=O)Nc3cccc(F)c3)oc3ccccc23)c1	2%
Cc1c(NC(=O)CN2C(=O)NC(C)(c3ccc(OC(F)F)cc3)C2=O)c(=O)n(-c2ccccc2)n1C (stereo not given)	4%
CCNc1ccccc1C(=O)O	1%
CCc1nn2c(=O)cc(COc3ccc(/C=C4\C(=N)N5N=C(CC(C)C)SC5=NC4=O)cc3)nc2s1	7%
CCOC(=O)C(=O)NCC(c1cccnc1)N1CCN(c2ccccc2)CC1 (stereo not given)	2%
Cc1cc(Br)ccc1NC(=O)c1ccc(-n2cncn2)c([N+](=O)[O-])c1	2%
O=C(c1cccs1)N1CCN(S(=O)(=O)c2cccs2)CC1	5%
CN1CCN(c2ccc(CNC(=O)c3ccc4c(c3)OCCO4)cc2)CC1	-7%
CCOC(=O)c1c(NC(=O)C2c3ccccc3Oc3ccccc32)sc2c1CCC(CC)C2 (stereo not given)	2%
CC(=O)c1nn(-c2ccc(OC(F)(F)F)cc2)nc1Nc1ccccc1	0%
Cc1nc2ccc(S(=O)(=O)CCC(=O)Nc3ccc(F)cc3C)cc2s1	-8%
C[C@H](CO)N1C[C@H](C)[C@@H](CN(C)S(=O)(=O)c2ccc(-n3cccn3)cc2)OCc2cn(nn2)CCCC1=O	-11%
O=C(c1cc2ccccc2oc1=O)N1CCOCC1	3%

Some of the compounds tested (hit frequency here may not be typical).
